# Screens deposited in PubChem BioAssay by several laboratories.
# phage Ecoli inh – E. coli growth loss with phage present. growth absorbance. inhibition, % at 11.9 µM. actives 0.26% (n = 360,000); in the data active = inhibition above about 11%
# PKA-R1A act – PKA-R1A complex activation | P00514+P68181 | PKA-R1A dissociation, Cy5-IP20 fluorescence polarization; scaled: DMSO 0%, 113 µM cGMP 100% | activation, % at 11.4 µM | actives 0.083% (n = 340,000) | AID 504707;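 active = percent activation above the mean of all tested compounds plus 3 SD, cut at about 19% in these data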;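 also: higher means more PKAc released from R1A so a rise in polarization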
# PfHsp90 set2 – inhibits growth of yeast expressing Plasmodium falciparum Hsp90. S. cerevisiae expressing PfHsp90, BacTiter-Glo ATP, 48 h; yeast lacking PDR1 and PDR3 efflux regulators. inhibition, % at 9.4 µM. actives 0.32% (n = 310,000);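 active = every replicate shows inhibition above about 80%, whatever the replicate mean, limit read from the data; inconclusive = mean inhibition reaches the set limit but some replicate falls short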;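 also: 0% = DMSO neutral controls and 100% = 20 µM radicicol positive controls; yeast relying on Plasmodium falciparum Hsp90 in place of its own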
# E coli growth – reduces bacterial viability in AddAB counter-screen; inhibition, % at 11.9 µM; E. coli V3065 growth, OD600 absorbance, 18 h; actives 0.27% (n = 330,000); AID 449728;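 active = inhibition above the campaign's mean inhibition across all tested compounds plus 3 SD, cut at about 9.9% in these data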;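 also: uninfected addAB+ strain grown without phage in ampicillin broth; 0% = DMSO wells and 100% = ciprofloxacin 0.95 µg/ml wells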
# SUMO Mot1 rescue – blocks SUMOylation pathway, rescuing yeast Mot1-301 growth; S. cerevisiae Mot1-301 growth rescue, ATP luminescence, 38.5C; percent above DMSO median, 100 means doubled; actives 1% (n = 320,000); growth rescue, % at 18.8 µM; AID 2716;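 active = every valid replicate shows activation above 250% relative to neutral control wells; inactive = the rest, any valid replicate at or below 250%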;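 also: OY570 slx delta 5 strain wells were the positive control but not used for scaling; some compounds called inactive have numbers as strong as hits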
# OPRM1-OPRD1 ag – agonists of human mu-delta opioid receptor heterodimerization | activation, % at 9.3 µM | P35372+P41143 | actives 0.3% (n = 340,000) | cells, OPRM1-OPRD1 heterodimerization, luminescence; in the data active = activation above about 18%;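 also: 0% = vehicle-treated cells and 100% = reference agonist; values of inactives mirror those of a sister screen read the other way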
# Arrestin-AP2 inh – human beta-arrestin and AP2 interaction inhibition; inhibition, % at 10 µM; actives 0.31% (n = 340,000); FITC-arrestin peptide / GST-AP2 beads, flow cytometry; AP2 beta2 appendage carries R879A mutation;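 active = inhibition above a set limit, near 3 SD of compounds lacking own fluorescence, cut at about 54% in these data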;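 also: plate controls were DMSO wells for no effect and 5 µM unlabelled arrestin peptide for full effect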
#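 Measured by: flow cytometry, FL1 (488/535 nm); Material: AP2 appendage R879A on GSH beads; Evaluation: percent response; Timing: pre-incubation 12 min, peptide binding 1 h, room temperature; Also added: 50 nM FITC-arrestin peptide; Medium: PBS with 0.05% Tween 20 and 0.1% BSA.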
# Tat transport – E. coli Tat transport inhibition; inhibition, % at 10 µM; E. coli MC4100 TorA-mCherry Tat export, fluorescence; actives 0.036% (n = 340,000);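 active = mean replicate inhibition at least 50% and at least half of replicates individually reaching 50%; inconclusive = only one of the two criteria met; inactive = neither criterion met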;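 also: exported cargo escapes ClpAP degradation while cytoplasmic cargo is degraded and loses fluorescence; 0% = median of neutral control wells and 100% = median of NaSCN control wells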
# DSG3 Ab inh – human desmoglein-3 autoantibody binding inhibition. P32926. DSG3-coupled beads, scFv-anti-DSG3-GFP binding, flow cytometry; active compounds read low. binding (percent of control), % at 10 µM. actives 0.48% (n = 310,000). AID 588358;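 active = binding more than 3 SD below its plate's average and above zero; inconclusive = below that plate limit but binding exactly zero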;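 also: hits lower antibody fragment binding to DSG3; some compounds called inactive have numbers as strong as hits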
# Target sequence (P32926 whole entry, looked up, the tested form may be a part): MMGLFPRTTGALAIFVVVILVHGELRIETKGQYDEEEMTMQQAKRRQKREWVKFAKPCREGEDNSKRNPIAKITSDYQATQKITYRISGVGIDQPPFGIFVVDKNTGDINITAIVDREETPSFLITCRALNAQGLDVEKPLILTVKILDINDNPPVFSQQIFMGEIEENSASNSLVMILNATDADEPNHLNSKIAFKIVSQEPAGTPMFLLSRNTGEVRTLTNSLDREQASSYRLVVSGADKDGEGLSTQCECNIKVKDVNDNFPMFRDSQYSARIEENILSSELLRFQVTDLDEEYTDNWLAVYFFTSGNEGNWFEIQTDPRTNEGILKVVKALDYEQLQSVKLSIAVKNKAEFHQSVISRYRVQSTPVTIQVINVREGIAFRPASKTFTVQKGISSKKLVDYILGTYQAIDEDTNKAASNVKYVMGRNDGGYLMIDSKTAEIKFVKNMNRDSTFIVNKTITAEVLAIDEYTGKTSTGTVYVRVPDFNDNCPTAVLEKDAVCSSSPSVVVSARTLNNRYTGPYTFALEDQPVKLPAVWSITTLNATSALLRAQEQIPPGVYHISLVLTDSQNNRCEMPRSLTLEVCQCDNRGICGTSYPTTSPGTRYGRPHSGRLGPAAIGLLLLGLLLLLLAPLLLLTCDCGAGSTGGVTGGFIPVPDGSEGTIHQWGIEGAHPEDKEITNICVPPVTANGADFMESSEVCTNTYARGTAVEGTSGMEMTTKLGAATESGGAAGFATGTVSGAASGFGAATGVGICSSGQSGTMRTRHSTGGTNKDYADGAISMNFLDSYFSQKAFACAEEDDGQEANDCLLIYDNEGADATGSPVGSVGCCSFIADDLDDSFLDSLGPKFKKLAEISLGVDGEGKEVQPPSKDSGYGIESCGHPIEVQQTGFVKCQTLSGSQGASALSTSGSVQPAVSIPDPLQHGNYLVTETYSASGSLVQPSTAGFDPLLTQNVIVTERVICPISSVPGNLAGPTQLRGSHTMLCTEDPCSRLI
# AddAB inh – less growth of phage-infected E. coli with AddAB. E. coli expressing H. pylori AddAB, absorbance growth. inhibition, % at 11.9 µM. actives 0.29% (n = 330,000). AID 435030; in the data active = inhibition above about 12%;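 also: 0% = vehicle wells of infected cells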
# OPRM1-OPRD1 inv – inverse agonists of human mu-delta opioid receptor heterodimerization; P35372+P41143; cell-based MOR-DOR heterodimer luminescence, inverse agonism; inhibition, % at 9.3 µM; actives 0.21% (n = 340,000); in the data active = inhibition above about 22%, passing the limit was not always enough;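 also: 0% = cells with DMSO and 100% = wells without cells with DMSO; values of inactives mirror those of a sister screen read the other way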
# Active calls of the source: *; u = inconclusive; x = not tested or not shown.
SMILES,phage Ecoli inh,PKA-R1A act,PfHsp90 set2,E coli growth,SUMO Mot1 rescue,OPRM1-OPRD1 ag,Arrestin-AP2 inh,Tat transport,DSG3 Ab inh,AddAB inh,OPRM1-OPRD1 inv
CCC(=O)c1cn(CC(=O)Nc2ccc(C)cc2C)c2ccccc12,5.5,-5,2,3.1,-8,-1.7,-5,-5,96,11,8
Nc1cc(=O)[nH]c(SCC(=O)Nc2cc(Cl)cc(Cl)c2)n1,2.8,-3,-20,-0.6,6,-0.3,16,-1,103,-0.7,1
O=C(N/N=C1\SCC(=O)N1CCc1ccccc1)c1cccs1,3.8,-3,-3,-3.1,-18,-0.1,15,-2,101,1.9,0
Cc1ccc(-n2c(CNc3ccc(F)cc3)nnc2SCC(=O)NCc2ccco2)cc1,-0.1,-1,-97,-1.5,-3,-2.7,-10,-4,x,3.1,17
O=[N+]([O-])c1ccc(CS(=O)(=O)c2ccc(Cl)cc2)cc1,-0.5,-10,5,x,6,-3.8,29,-4,96,x,17
COCCNC(=O)/C(C#N)=C/c1c(N2CC(C)OC(C)C2)nc2ccccn2c1=O (centres undefined),2.1,6,-10,-1.3,-9,-2.6,6,-3,96,-1.8,13
O=c1[nH]nc(CNc2ccc(OC(F)(F)F)cc2)c2ccccc12,3.1,5,x,-1.1,45,3.5,-1,3,89,0.0,-22
O=C(COC(=O)c1ccc(Cl)nc1)NC1CCCc2ccccc21 (centres undefined),2.2,9,x,0.1,7,-0.3,-11,4,92,-0.9,2
Cc1nnc(NC(=O)NCN2C(=O)C3C4C=CC(C4)C3C2=O)s1 (centres undefined),2.0,1,-5,-0.1,-3,0.5,-1,-5,106,0.8,-3
CCCCn1c(N)c(N(Cc2ccccc2OC)C(=O)C2=COCCO2)c(=O)[nH]c1=O,-0.4,-9,-7,1.5,796,-1.9,30,-1,87,0.7,10
CCOC(=O)c1cn2nc(N3CCCCC3)ccc2n1,2.5,-2,11,0.4,-15,-2.5,1,15,x,1.5,12
Clc1ccc(-c2nnc3c4ccccc4nc(N4CCOCC4)n23)cc1Cl,0.8,-4,x,-1.4,x,-0.8,4,u,102,2.4,4
Cc1ccc(NC(=O)CN2C(=O)CCSc3ccc(S(=O)(=O)N4CCCC4)cc32)cc1C,0.8,-6,12,0.1,151,-1.7,-8,5,x,0.8,9
COc1ccc(N(CC(=O)NCc2cccnc2)S(=O)(=O)c2c(C)nn(C)c2C)cc1,2.4,9,30,0.0,-20,0.5,3,-2,105,-2.2,-3
CN(C(=O)CSc1nc2ccccc2n1CCc1ccccc1)C1CCS(=O)(=O)C1 (centres undefined),0.2,-2,13,1.9,x,0.9,-7,-3,91,2.7,-5
CCOC(=O)N1CCC(N2C(=O)c3ccccc3C2Nc2ccccc2C)CC1 (centres undefined),4.2,-3,7,-2.4,-23,-0.8,6,-1,101,-3.0,5
COc1ccccc1NC(=O)c1cc(C(=O)Nc2ccccc2OC)cc(N2C(=O)CCC2=O)c1,1.7,2,-17,-1.1,99,-1.4,8,-5,96,-1.4,8
COc1ccc(NC(=O)c2cc(CC(C)C)nc3ccccc23)cc1,0.8,-8,-9,-2.5,-17,2.3,9,1,120,1.8,-13
CCOC(=O)[C@H]1[C@H]2COc3ccccc3[C@@H]2N2C(=O)c3cc(OC)c(OC)cc3NC(=O)[C@@]12C,1.0,-1,12,-1.9,12,-2.3,6,-3,101,0.4,13
Cc1ccccc1N(CC(=O)NCc1ccc2c(c1)OCO2)C(=O)CCC(=O)Nc1ccccn1,1.4,3,1,-0.8,172,-1.9,-5,3,105,1.8,9
Cc1ccccc1OCCCCn1c(CO)nc2ccccc21,0.1,-11,x,-1.8,4,-0.1,12,-10,117,4.5,0
COc1ccccc1-c1nnc(SCC(=O)Nc2cc(C)on2)o1,2.9,-9,-8,-2.0,9,-2.7,-12,4,95,-1.1,13
Cc1cc(C)c(NC(=O)COC(=O)c2ccncc2)c(C)c1,-0.1,-2,x,-1.1,23,-2.4,-3,-5,93,0.8,13
Cn1c(=O)n(Cc2ccccc2F)c(=O)c2c1nc1n2CCCN1CCc1ccccc1,1.1,0,1,0.0,14,-0.7,-6,1,113,2.1,3
O=C1NC(=O)c2cc(NC(=O)C3CCCCC3)ccc21,3.9,-2,-3,-1.4,3,-0.4,1,0,87,2.1,3
Cc1nn(C)cc1/C=N/NC(=O)Cn1nnc(N)n1,1.9,1,11,1.5,-5,-4.0,39,15,107,0.9,20
CN1CCN(C(=O)CCN2C(=O)S/C(=C/c3ccc(Cl)cc3)C2=O)CC1,4.1,-6,-7,-1.1,-22,-3.1,x,0,96,-3.0,15
COC(=O)c1sccc1NC(=O)Nc1cccc(C(C)=O)c1,3.3,-4,-5,1.0,-2,-1.9,23,-2,101,-0.3,10
COc1cc(CN2CCNC(=O)C2CC(=O)N(C)CCCN2CCOCC2)cc(OC)c1 (centres undefined),-0.2,0,9,3.0,17,-2.8,-20,-3,106,4.6,15
Brc1ccccc1OCCN1CCCC1,-0.5,-1,11,-0.6,-14,-1.7,-9,4,111,-1.1,9
CCOC(=O)c1c(C)[nH]c(C(=O)CN2C(=O)NC(C)(C)C2=O)c1C,1.2,-9,-7,x,x,-2.0,0,3,98,x,11
COc1ccc(C(=O)NCCn2ccc3ccccc32)cc1OC,2.7,-7,1,2.4,197,-1.0,2,-2,145,-3.0,6
CC(=O)Nc1cccc(OCC(=O)/C=C2\N(C)c3ccccc3C2(C)C)c1,-0.1,-14,-1,1.2,-10,1.6,48,-9,110,-0.6,-9
O=C1C(c2ccc(F)cc2)N(CC2COc3ccccc3O2)C(=O)CN1C1CCCCC1 (centres undefined),1.7,-8,-6,-2.2,3,-1.6,3,3,98,-0.2,9
COc1ccc2c(c1)sc(=N)n2CC(=O)Nc1cc(C)cc(C)c1,2.8,-6,9,1.7,29,-2.3,-15,4,101,5.0,13
COc1ccccc1CNC(=O)COC(=O)c1cccs1,3.1,-5,x,2.0,-5,-2.1,-6,17,99,-1.2,8
Cc1cc(=O)nc2c3ccccc3n(C(C)C(=O)NCCC(C)C)n12 (centres undefined),1.5,-5,0,0.8,9,-2.0,24,-5,97,0.3,11
Fc1ccc(NC(=S)N2CCCc3ccccc32)cc1,2.4,0,2,3.2,10,-0.2,19,3,104,-4.5,1
CCn1c2ccccc2c2cc(NC(=O)N3CCOCC3)ccc21,2.7,-15,-8,4.2,5,0.9,-3,1,x,5.0,-4
COCCn1c(SC(C)C(=O)Nc2ccc3c(c2)OCCO3)nc2ccccc2c1=O (centres undefined),4.3,-9,31,-2.3,-2,-1.7,-2,7,x,-1.2,10

# 5 entries from above, ordered by SMILES length, lowest first.
SMILES,phage Ecoli inh,PKA-R1A act,PfHsp90 set2,E coli growth,SUMO Mot1 rescue,OPRM1-OPRD1 ag,Arrestin-AP2 inh,Tat transport,DSG3 Ab inh,AddAB inh,OPRM1-OPRD1 inv
Cc1ccccc1OCCCCn1c(CO)nc2ccccc21,0.1,-11,x,-1.8,4,-0.1,12,-10,117,4.5,0
COc1ccc2c(c1)sc(=N)n2CC(=O)Nc1cc(C)cc(C)c1,2.8,-6,9,1.7,29,-2.3,-15,4,101,5.0,13
COCCn1c(SC(C)C(=O)Nc2ccc3c(c2)OCCO3)nc2ccccc2c1=O (centres undefined),4.3,-9,31,-2.3,-2,-1.7,-2,7,x,-1.2,10
COc1cc(CN2CCNC(=O)C2CC(=O)N(C)CCCN2CCOCC2)cc(OC)c1 (centres undefined),-0.2,0,9,3.0,17,-2.8,-20,-3,106,4.6,15
O=C1C(c2ccc(F)cc2)N(CC2COc3ccccc3O2)C(=O)CN1C1CCCCC1 (centres undefined),1.7,-8,-6,-2.2,3,-1.6,3,3,98,-0.2,9

# Other entries follow.
SMILES,phage Ecoli inh,PKA-R1A act,PfHsp90 set2,E coli growth,SUMO Mot1 rescue,OPRM1-OPRD1 ag,Arrestin-AP2 inh,Tat transport,DSG3 Ab inh,AddAB inh,OPRM1-OPRD1 inv
Cc1ccc2c(c1)N(Cc1ccncc1)C(=O)C(C)O2 (centres undefined),0.4,-8,x,1.8,-12,0.5,-2,4,127,0.3,-3
CCCn1nnc(NC(=O)COc2ccc(Cl)cc2)n1,-3.0,-1,-36,2.3,-6,-1.4,25,4,96,1.5,7
CC(=O)Nc1ccc(NC(=O)C(C)OC(=O)CNS(=O)(=O)/C=C/c2ccc(C)cc2)cc1 (centres undefined),-0.4,-4,11,-0.2,62,-2.2,26,2,113,1.2,12
CCc1nnc(NC(=O)c2ccc(S(=O)(=O)N3CCCC3)cc2)s1,2.8,4,12,-0.8,1,1.1,1,3,122,2.2,-9
COc1ccc(-c2nnnn2C(C)C)cc1,0.7,-3,-10,-1.0,-4,-1.8,24,-2,x,1.8,9
CC(CCc1ccccc1)NC(=O)COC(=O)CC1CC2CCC1C2 (centres undefined),2.8,-4,-1,0.6,6,5.7,-21,-3,100,1.2,-32
CCOC(=O)c1c(NC(=O)Cn2nc([N+](=O)[O-])c(Br)c2C)sc2c1CCC(C)C2 (centres undefined),1.7,2,-62,0.6,5,-1.4,-2,16,x,1.5,8
COC(=O)/C(=C\c1ccc([N+](=O)[O-])o1)NC(=O)c1ccccc1,1.6,1,-1,1.3,-21,3.5,3,2,96,0.7,-19

# Shown with values under each structure: part of the list above.
# Value order: phage Ecoli inh | PKA-R1A act | PfHsp90 set2 | E coli growth | SUMO Mot1 rescue | OPRM1-OPRD1 ag | Arrestin-AP2 inh | Tat transport | DSG3 Ab inh | AddAB inh | OPRM1-OPRD1 inv
- CC(=O)Nc1ccc(NC(=O)C(C)OC(=O)CNS(=O)(=O)/C=C/c2ccc(C)cc2)cc1 (centres undefined)
  -0.4 | -4 | 11 | -0.2 | 62 | -2.2 | 26 | 2 | 113 | 1.2 | 12
- CCc1nnc(NC(=O)c2ccc(S(=O)(=O)N3CCCC3)cc2)s1
  2.8 | 4 | 12 | -0.8 | 1 | 1.1 | 1 | 3 | 122 | 2.2 | -9
